# T cell modulator: modulates CD8 T cell binding to vesicles. calls only at 7 µM. 2C CD8+ T cell-vesicle binding, flow cytometry; stronger effect = lower value. 330,000 tested, 0.068% active;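 active = response, share of CD8 T cells binding vesicles, and their 90th percentile fluorescence all below set limits, cut at about 80% in these data, passing the limit was not always enough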
#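 Read-out – percent CD8+ FL2 mean versus row control · System – murine 2C transgenic CD8+ T lymphocytes · Times – 1.5 h cell–vesicle binding at 37 °C, then 20 min icy labelling · Control set – naked vesicles low, QL9 vesicles with vehicle high · Detection – cytometric PE anti-B7-1 and Alexa647 anti-CD8 signals after 1% paraformaldehyde fixation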
# Ins promoter up: MIN6 insulin promoter up-regulation; MIN6 insulin promoter-GFP reporter, high-content imaging; stronger effect = higher value; z-score at 5 µM; 190,000 tested, 0.3% active;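 active = z-score above 3 at 5 µM with at least 500 cells counted in the well; inconclusive = wells under 500 cells, flagged as cytotoxic or low count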
# MT stabilizer: microtubule stabilization, imaging screen; HeLa tubulin immunostaining HCS, 24 h; share of cells brighter than vehicle mean+2SD; % tubulin-high responders, % at 10 µM; 200,000 tested, 0.83% active;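 active = plate Z-score above 3 for both tubulin-high and condensed-nucleus cell shares, with cell loss under 80%, at 10 µM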;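 also: anti alpha tubulin signal scored within the nucleus-defined area of each cell; some results filed as inactive read as strong as hits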
# b-catenin transl: beta-catenin nuclear translocation modulation; 190,000 tested, 0.3% active; HeLa beta-catenin nuclear translocation, immunofluorescence imaging; nuclear translocation activity, % at 5 µM; AID 1665;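 active = nuclear translocation activity above 50% at 5 µM, with a well cell count of 50 or more; inconclusive = wells under 50 cells across six images, flagged as toxic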;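 also: per-cell ratio of nuclear to cytoplasmic median beta-catenin stain intensity; plate controls were DMSO negative control for no effect and GSK-3 inhibitor IX positive control for full effect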
#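 Test system: human HeLa cells, endogenous beta-catenin. Times: 24 h compound exposure, 37°C. Measured by: beta-catenin immunofluorescence imaging with DAPI.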
# Myeloid diff 2: myeloid differentiation induction. AID 624256. ER-HoxA9 myeloid progenitors, lysozyme-GFP differentiation, flow cytometry. 360,000 tested, 1% active. calls only at 10 µM;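 active = normalized GFP-positive differentiation at or above the plate's own cutoff, the solvent-only control mean plus 3 SD; inconclusive = no clear call, values can overlap the other calls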;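 also: cells exposed to compound for four days before flow analysis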
# Hep lipid drop: hepatic lipid droplet formation modulation; AML12 mouse hepatocytes, oleate lipid droplets, BODIPY imaging; inhibition, % at 6.5 µM; 240,000 tested, 0.4% active; AID 1656;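 active = lipid droplet intensity inhibited by at least 50%, with more than 500 cells counted; inconclusive = wells with under 300 cells, treated as cytotoxic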
#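 Material – AML12 mouse liver cells · Also added – oleate loading, 100 µM · Compound dosing – 6.5 µM single-point dosing · Times – overnight treatment with compound plus oleate · Measured by – fluorescence imaging, 20x objective, two fields per well · Read-out – percent inhibition of filter-corrected integrated lipid droplet intensity per well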
# Autophagy mod: alters autophagy in cells; MEF GFP-LC3 puncta imaging; test concentration mostly 10 µM; 190,000 tested, 0.98% active; AID 463193; calls only at 10 µM (by protocol);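 active = percentage of spot-positive cells more than 3 SD above its plate mean, without a fluorescence outlier flag or 80% toxicity; inconclusive = no clear call, values can overlap the other calls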;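 also: spot-positive cell cutoff set from DMSO-treated cells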
# West Nile antiviral: inhibition of WNV-induced cytopathic effect – cell-based, CPE readout (AID 1621); West Nile virus-infected cells, CPE inhibition; higher % means a stronger effect; CPE inhibition, % at 10 µM, or IC50 in µM where a hit was titrated; 290,000 tested, 0.02% active; in the data active = a potency from the dose series; inconclusive = CPE inhibition mostly from about 3.7% at the one dose, without a potency; inactive = the rest, 99 in 100 with CPE inhibition below about 2.2%; also: strong numbers were not always called active
# WT yeast gro inh: growth inhibition of WT yeast, mitochondrial fusion screen; AID 1362; mitochondrial fusion phenotypic screen, WT strain; 190,000 tested, 2.1% active; inhibition, % at 10 µM; in the data active = inhibition above about 58%; tested in S. cerevisiae
# WT yeast gro inh mutant strain: further read-out of WT yeast gro inh, marked with its call; inhibition, %; mitochondrial fusion phenotypic screen, mutant strain inhibition
# Ins promoter up cell count: recorded beside Ins promoter up, whose call it bears; cell count; measured here: cytotoxicity, nuclei count;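 total cells summed across four imaged fields per well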
# Hep lipid drop cells 6.5 µM: also measured in Hep lipid drop; calls as there; cell count; measured here: cell count, cytotoxicity flag;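 cells counted across two imaged fields per well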
# b-catenin transl cell count 5 µM: further read-out of b-catenin transl, marked with its call; cell count; measured here: cell count, cytotoxicity flag
# T cell modulator vesicle-bound %: second read-out of T cell modulator, no call of its own (marks repeat the call); double positive events, %; measured here: CD8+ vesicle-bound cell fraction;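 binding gate set so that unloaded-vesicle control wells show 10% double positive cells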
# MT stabilizer Hoechst-high %: recorded beside MT stabilizer, whose call it bears; % Hoechst-high responders; measured here: nuclear condensation Hoechst responders;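 share of cells brighter than vehicle mean plus two SD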
# MT stabilizer cytotoxicity %: recorded beside MT stabilizer, whose call it bears; toxicity, %; measured here: cytotoxicity by cell density;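 0% = mean cell density of plate MIN control wells and 100% = no cells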
# Autophagy mod cell loss 18 h: second read-out of Autophagy mod, no call of its own (marks repeat the call); toxicity, %; measured here: cell loss, nuclei count;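 cell loss after 18 h compound exposure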
# Myeloid diff 2 GFP+ MAC1+ %: recorded beside Myeloid diff 2, whose call it bears; GFP+ MAC1+ double positive, %; measured here: differentiation confirmed by MAC1 staining
# An asterisk follows results filed as active; i = inactive; ? = inconclusive; . = no result given.
SMILES,T cell modulator,T cell modulator vesicle-bound %,Ins promoter up,Ins promoter up cell count,MT stabilizer,MT stabilizer Hoechst-high %,MT stabilizer cytotoxicity %,b-catenin transl,b-catenin transl cell count 5 µM,Myeloid diff 2,Myeloid diff 2 GFP+ MAC1+ %,Hep lipid drop,Hep lipid drop cells 6.5 µM,Autophagy mod,Autophagy mod cell loss 18 h,West Nile antiviral,WT yeast gro inh,WT yeast gro inh mutant strain
COc1ccccc1C(=O)NNC(=O)c1cccc(F)c1,i,45,-0.07,1391,1.7,2.1,9.8,-0.2,1090,i,0.1,7,605,i,-7,-0.2%,11,26
CCCc1ncc(C(O)c2cccc(OC)c2)n1C (stereo not drawn),i,31,-0.03,1147,.,.,.,0.1,1368,i,0.5,10,599,.,.,-0.3%,.,.
CCCCNC(=O)Nc1ccccc1C(=O)Nc1ccc(OC)cc1,i,20,-0.53,942,2.3,2.4,5.8,.,.,i,2.2,0,708,i,-4,0.7%,-8,-11
CCOC(=O)c1c(/N=C/C2=C(O)CC(C)(C)CC2=O)sc(C)c1C,i,20,0.06,1314,4.7,1.4,6.4,-1.5,558,i,1.7,1,556,i,6,0.4%,-1,-12
Cc1cc(=O)c(C(=O)OC(C)C(=O)NC(N)=O)nn1-c1ccc(Cl)cc1 (stereo not drawn),i,18,.,.,.,.,.,.,.,i,0.2,-4,801,.,.,0.5%,.,.
Cc1ccc(NC(=O)c2cc(S(=O)(=O)N3CCOCC3)cn2C)cc1Cl,i,18,.,.,.,.,.,.,.,i,2.6,0,774,.,.,0.1%,.,.
COc1ccc(C)cc1S(=O)(=O)N(C)CC(=O)Nc1ccc2c(c1)OCO2,i,41,0.02,1925,1.9,1.8,5.2,0.5,1037,i,4.8,-18,690,i,4,-0.3%,-15,5
C=CCSc1nnc(NC(=O)c2ccc(Cl)nc2)s1,i,40,.,.,2.2,0.8,4.2,2.5,1017,i,2.1,1,844,i,-5,0.9%,13,-11
CSCCC(NS(=O)(=O)c1ccc2c(c1)oc(=O)n2C)C(=O)NCc1cccs1 (stereo not drawn),i,59,-0.74,1048,.,.,.,0.5,1322,i,0.8,-44,622,.,.,0.1%,.,.
COc1cccc(CN2CC(C(=O)N3CCOCC3)CCC2=O)c1 (stereo not drawn),i,18,.,.,.,.,.,.,.,i,1.2,0,703,.,.,-0.4%,.,.
Cc1cccc(NC(=O)CN(C)S(=O)(=O)c2ccccc2)n1,i,47,-0.91,1138,2.8,2.0,8.6,-0.7,1044,i,1.5,0,756,i,-4,0.2%,-13,-6
CC(=O)N1N=C(c2cccc([N+](=O)[O-])c2)OC1c1ccc(Cl)cc1Cl (stereo not drawn),i,10,-0.27,1639,3.4,1.7,7.9,-0.4,1366,i,0.2,.,.,i,-25,0.0%,0,-36
Cc1c(C)c2ccc(OCC(=O)N3CCN(c4ccc(F)cc4)CC3)c(C)c2oc1=O,i,8,.,.,.,.,.,.,.,i,3.3,-28,698,.,.,-0.6%,.,.
O=C(NCCc1nc2ccccc2[nH]1)c1cc([N+](=O)[O-])cc([N+](=O)[O-])c1,i,34,1,1405,6.5,2.1,3.1,-1.1,1066,i,1.5,-1,621,i,11,-0.9%,-16,-7
COc1ccc(CNC(=O)CN(C(=O)CCC(=O)Nc2ccccn2)c2cccc(C)c2)cc1,i,12,0.22,1353,4.4,2.8,5.1,-0.4,1462,i,0.7,-11,655,i,-6,-0.1%,-7,14
CC(=O)Nc1ccc(NC(=O)CSc2nnc(-c3cc4ccccc4o3)n2C)cc1,i,20,.,.,.,.,.,.,.,i,0.5,11,812,.,.,-0.5%,.,.
CN(C)S(=O)(=O)c1ccc(C(=O)OCc2ccc(C#N)cc2)cc1,i,21,0.31,1296,4.8,1.7,2.0,-5.5,1232,.,.,0,741,i,17,0.2%,-8,-16
O=C(CN1C(=O)COc2ccc(S(=O)(=O)N3CCOCC3)cc21)Nc1cccc(Cl)c1,i,11,.,.,.,.,.,.,.,i,0.9,1,699,.,.,-0.1%,.,.
Cn1c(=O)c2c(-c3ccccc3)n(Cc3ccccn3)cc2n(C)c1=O,i,33,-0.94,882,5.2,2.3,7.4,-4.7,1385,i,1.2,2,744,i,-17,0.0%,38,14
O=[N+]([O-])c1ccc(-c2ccc(/C=N/c3c(-c4ccco4)nc4ccccn34)o2)cc1,i,41,0.22,1389,6.0,2.1,3.6,2.6,1354,i,5.2,.,.,i,19,.,3,6
COc1cc(CNS(=O)(=O)c2ccc3c(c2)CC(C)N3C(=O)C2CCC2)cc(OC)c1OC (stereo not drawn),i,40,.,.,.,.,.,.,.,i,3.6,27,765,.,.,-1.8%,.,.
COc1ccccc1CCC(=O)NC1CCCN(c2ccc(C(F)(F)F)cn2)C1 (stereo not drawn),i,19,.,.,.,.,.,.,.,i,6.7,21,728,.,.,-0.1%,.,.
CN(C)/C=N/c1nc(-c2ccc3ccccc3c2)cs1,i,46,.,.,.,.,.,.,.,i,0.3,13,816,.,.,-0.5%,.,.
COC(=O)c1sc(NC(=S)NC(=O)c2cccc(Br)c2)nc1C,i,63,.,.,.,.,.,.,.,i,0.6,-6,811,.,.,0.0%,.,.
CC(=O)C1=C(O)C(=O)N(Cc2ccccc2)C1c1ccc(Cl)cc1 (stereo not drawn),i,55,.,.,.,.,.,.,.,i,0.4,1,837,.,.,-0.1%,.,.
COC(=O)c1ccccc1NC(=O)CN(C1CCCCC1)S(C)(=O)=O,i,22,-1.4,1364,1.6,1.8,2.2,.,.,i,0.2,0,725,i,-2,-0.6%,5,-2
COc1ccc(C2CC(=O)C(C3NCCc4ccccc43)=C(O)C2n2cncn2)cc1 (stereo not drawn),i,53,0.02,1307,2.4,2.3,7.8,-0.2,1071,i,2.1,-9,675,i,3,0.3%,-10,19
CCOC(=O)C1CCN(Cc2cccc(Oc3ccc(Cl)cc3)c2)CC1,i,58,.,.,.,.,.,.,.,i,0.5,-11,810,.,.,?,.,.
CC(OC(=O)c1ccc2noc(-c3ccccc3)c2c1)C(N)=O (stereo not drawn),i,23,.,.,.,.,.,.,.,i,0.5,1,835,.,.,-0.5%,.,.
CCOC(=O)c1c(-c2ccc(OC)cc2)csc1NC(=O)C1CCCO1 (stereo not drawn),i,40,-0.78,1460,1.5,1.3,7.5,5.0,992,i,0.4,-39,685,i,0,1.1%,19,-4
O=S1(=O)N=C2CCCCCN2C(c2ccc(F)cc2)N1 (stereo not drawn),i,39,0.04,1560,4.4,1.0,2.9,-1.5,1022,i,0.1,17,671,i,-5,-0.3%,20,6
COCCN(C(=O)c1ccco1)c1nnc(-c2ccc(OC)c(OC)c2)s1,i,5,-0.92,1230,2.5,2.6,4.8,-1.3,1213,i,0.5,24,688,i,6,0.4%,-9,-8
C/C(=N\NC(=O)CSc1nnc(C)s1)c1ccc(O)cc1,i,10,0.24,1279,2.9,3.2,10,2.0,965,i,1.2,26,652,i,-16,-0.1%,-7,-3
Cc1ccccc1NC1=C(C(=O)c2ccccc2)N(C)S(=O)(=O)c2ccccc21,i,29,-0.08,1562,2.8,1.9,3.7,-0.9,1383,i,1.5,.,.,i,25,-0.1%,-5,1
CSc1nc(C)nc(N/C=C(\C#N)S(=O)(=O)c2ccccc2Cl)n1,i,20,0.36,1425,.,.,.,0.1,1300,i,0.4,7,710,.,.,0.8%,.,.
CCN(CC)Cc1ccccn1,i,42,-0.63,1394,.,.,.,0.9,1365,i,0.1,21,704,.,.,-0.1%,.,.
COc1ccc(CNC(=O)CN(C(=O)c2csnn2)c2cccc3ccccc23)cc1,i,18,.,.,.,.,.,.,.,i,0.5,3,735,.,.,-0.8%,.,.
CCOC(=O)c1c(NC(C)=O)sc2c(O)c(Br)ccc12,i,27,-0.72,1034,1.9,2.3,9.2,.,.,i,1.5,.,.,i,4,0.0%,-2,3
CCC1Oc2ccccc2N(CC(=O)NC2CC2)C1=O (stereo not drawn),i,6,.,.,.,.,.,.,.,i,0.9,0,865,.,.,0.8%,.,.
Cc1ccc(C)c(NC(=O)CSc2nc(C)cc(C)c2C#N)c1,i,16,0.14,1186,5.0,2.5,7.1,2.1,1127,i,0.8,-2,664,i,0,1.0%,-5,1
O=[N+]([O-])C(=C1SCCS1)C(=C(Cl)Cl)N1CCCCC1,i,64,.,.,1.9,1.4,8.9,0.0,448,i,0.3,-14,720,i,-19,-0.3%,54,13
Cc1cccc(-n2cccc2)c1C#N,i,10,-0.9,1403,2.0,2.6,8.0,-2.6,1371,i,6.8,.,.,i,-21,0.1%,7,2

# Among those listed so far, these have bromine.
SMILES,T cell modulator,T cell modulator vesicle-bound %,Ins promoter up,Ins promoter up cell count,MT stabilizer,MT stabilizer Hoechst-high %,MT stabilizer cytotoxicity %,b-catenin transl,b-catenin transl cell count 5 µM,Myeloid diff 2,Myeloid diff 2 GFP+ MAC1+ %,Hep lipid drop,Hep lipid drop cells 6.5 µM,Autophagy mod,Autophagy mod cell loss 18 h,West Nile antiviral,WT yeast gro inh,WT yeast gro inh mutant strain
COC(=O)c1sc(NC(=S)NC(=O)c2cccc(Br)c2)nc1C,i,63,.,.,.,.,.,.,.,i,0.6,-6,811,.,.,0.0%,.,.
CCOC(=O)c1c(NC(C)=O)sc2c(O)c(Br)ccc12,i,27,-0.72,1034,1.9,2.3,9.2,.,.,i,1.5,.,.,i,4,0.0%,-2,3
